Shiga toxin inh: inhibitors of Shiga toxin in Vero cells. Vero cells, Shiga toxin protein synthesis inhibition reporter. inhibition, % at 38.7 µM. 290,000 compounds, 9.2% hits. AID 2315; in the data active means inhibition mostly above about 28%, no sharp cut-off; inactive means mostly below about 43%; further: 0% is about no effect
Pf growth 48h: P. falciparum growth inhibition at 48 hours (one generation); P. falciparum luciferase growth in erythrocytes, 48 h; Potency, µM (series often up to 28.7 µM), without a hit: at the highest dose activity change, negative = inhibition, usual class: inhibitors; 310,000 compounds, 5.9% hits; further: potency means the concentration at half of the fitted maximal effect; on the % scale 0 is the no-effect control and ±100 the full control effect
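Parasite viability was followed by luminescence of a genomically integrated firefly luciferase. Cultures held 0.1% parasitemia at 2% hematocrit (final), incubated under 5% CO2 at 37 C.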
Tb PYK inh: T. brucei pyruvate kinase inhibition. Q57TT1. TbPYK enzyme, Kinase-Glo Plus ATP luminescence, 45 min. Potency, µM (series often up to 76.8 µM), for the others: top-dose activity, negative = inhibition, actives largely listed as inhibitors. 410,000 compounds, 0.12% hits. AID 624173; further: potency means the concentration at half of the fitted maximal effect; on the % scale 0 is the no-effect control and ±100 the full control effect; nearly all actives have a fitted effect of over 50% in size
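Screened from lowest to highest concentration, compounds were pinned into TbPYK/substrate mixtures, and ADP (130 uM final) was added. Plates sat at room temperature for 45 min prior to Kinase-Glo Plus detection by luminescence.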
LmPK inhibitor: blocks Leishmania mexicana pyruvate kinase activity; Q27686; purified LmPK, Kinase-Glo ATP luminescence, 1 h; Potency, µM (top dose mostly 57.5 µM), for the others: top-dose activity change, negative = inhibition, usual class: inhibitors; 290,000 compounds, 0.37% hits; further: potency means the concentration at half of the fitted maximal effect; on the % scale 0 is the no-effect control and ±100 the full control effect
Target sequence (Q27686 whole entry, looked up): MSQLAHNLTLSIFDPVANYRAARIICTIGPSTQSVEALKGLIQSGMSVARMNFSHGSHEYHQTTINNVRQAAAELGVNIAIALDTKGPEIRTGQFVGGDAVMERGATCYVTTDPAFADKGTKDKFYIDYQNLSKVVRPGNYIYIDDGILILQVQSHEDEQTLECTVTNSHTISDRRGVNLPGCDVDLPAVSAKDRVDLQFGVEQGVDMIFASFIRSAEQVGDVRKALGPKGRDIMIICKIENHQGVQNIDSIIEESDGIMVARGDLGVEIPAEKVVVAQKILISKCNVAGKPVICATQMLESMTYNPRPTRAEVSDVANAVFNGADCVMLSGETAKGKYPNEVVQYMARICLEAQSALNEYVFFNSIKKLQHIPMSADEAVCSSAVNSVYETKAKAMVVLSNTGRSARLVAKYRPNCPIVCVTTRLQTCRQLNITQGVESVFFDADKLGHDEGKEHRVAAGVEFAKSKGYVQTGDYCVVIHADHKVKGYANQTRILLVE
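Screened at intermediate enzyme activity to detect both inhibitors and activators: LmPK at 0.1 nM, with a 0.5 nM enzyme column as activation reference. PEP 0.5 mM, ADP 0.1 mM; ATP detected by luminescence after 1 h.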
Cycloheximide cs: affects cycloheximide protein synthesis inhibition readout, counter-screen | max response, % | cell reporter, cycloheximide protein synthesis inhibition counterscreen | AID 2314 | 300,000 compounds, 12% hits; in the data active means max response mostly above about 13%, no sharp cut-off; inactive means mostly below about 14%; further: read at 38.3 µM for the half of the compounds with a filed dose; 0% is about no effect
Pf growth 96h: P. falciparum growth inhibition at 96 hours | P. falciparum luciferase reporter growth, 96 h | Potency, µM (top dose mostly 28.7 µM), for the others: at the highest dose activity change, negative = inhibition, most hits filed as inhibitors | 320,000 compounds, 6.9% hits; further: potency means the concentration at half of the fitted maximal effect; on the % scale 0 is the no-effect control and ±100 the full control effect
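Erythrocytes infected with luciferase-expressing P. falciparum were dispensed at 2% hematocrit and 0.05% parasitemia (final), then incubated with compounds 96 hours at 37 C in 5% CO2. Luminescence after detection reagent addition reported growth.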
HCV inhibitor: blocks hepatitis C virus; Huh7.5.1 HCVcc-Cre infection, luciferase reporter, 44 h; Potency, µM (series often up to 41.8 µM), for inactives: at the highest dose activity change, negative = inhibition, most hits filed as inhibitors; 340,000 compounds, 3.4% hits; further: potency means the concentration at half of the fitted maximal effect; on the % scale 0 is the no-effect control and ±100 the full control effect
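Infectious HCV cell culture screen: compound-treated cells (1,000/well, pre-plated 4 h) are infected with HCVcc-Cre at roughly 0.5 moi and grown 44 h. Infection is quantified by luciferase signal after 15 min substrate incubation at room temperature.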
Active calls of the source: *; u = inconclusive; x = no result given; & = joins results of further samples; [ ] = another dose, or the depositor's remark. Unless noted, the call rests on the fitted dose curve; in most records, active means well fitted curve in the direction sought with a large enough effect; inconclusive means small, poorly fitted or top-dose-only effect, or another doubt; inactive means no such curve, though single readings can be large; an effect the other way counts as inactive or inconclusive.

smiles | Shiga toxin inh | Pf growth 48h | Tb PYK inh | LmPK inhibitor | Cycloheximide cs | Pf growth 96h | HCV inhibitor
C=CCn1c(SCC(=O)NC2CC2)nnc1C1CC1 | -5 | 32%[activator] | -1% | 0% | -1 | -5% | 25%
CCOC(=O)c1cc(C)nc(SC)c1C#N | -1 | u | -15% | 0% | 5 | 34%[activator] | 10%
CCOC(=O)c1ccccc1NC(=O)Cn1cnc2c(cnn2-c2ccc(F)cc2)c1=O | -4 | 6% | 4% | 8% | 4 | -2% | 18%
S=C(Nc1ccc(OCc2ccccc2)cc1)Nc1cccc(Cl)c1Cl | -9 | 8% | -10% | 0% | -2 | u | -11%
CN(C)CC#CCOCCOCCC#N | -16 | -3% | -1% | 1% | -3 | -12% | 7%
COc1ccc(CC(=O)N/N=C/c2sccc2C)cc1 | 24 | 12% | 3% | 2% | 8 | 26% | -2%
O=C(N/N=C/c1cccc(O)c1)C(=O)N1CCCCCC1 | 4 | 7% | 0% | 1% | 8 | u | 13%
COc1ccc(OC)c(CNC(=O)CCCn2ccc3cc(S(=O)(=O)N4CCCC4)ccc32)c1 | -4 | u | 0%&0% | 1% | 12 | -16% | 10µM*
Cc1oc(-c2ccccc2)nc1CS(=O)CC(=O)O (stereo unspecified) | -20 | x | -1% | 4% | -8 | u | 9%
COC(=O)Cn1c(C)nc([N+](=O)[O-])c1Br | -3 | u | 6% | 9% | 0 | u | 11%
COc1cc(C)c(NC(=O)C(=S)NCc2ccccc2)cc1C | -10 | -19% | 0% | 1% | 9 | -1% | -6%
CCOC(=O)c1ccccc1NC(=O)CSc1nc2ccccc2o1 | 23 | 37%[activator] | -17% | 0% | 8 | -8% | 19%
Cc1cnc(CN(C)C(=O)CC2C(=O)NCCN2CCCc2ccccc2)[nH]1 (stereo unspecified) | -29 | 15% | -3% | -5% | 10 | -4% | 26%
COc1cc(OC)nc(NC(=O)CSc2nc3ccccc3[nH]2)n1 | 12 | -4% | 4% | -9% | 13 | x | 2%
COCCCN(C(=S)Nc1cc(C)cc(C)c1)C(C)c1ccncc1 (stereo unspecified) | -8 | u | -7% | 1% | -1 | 25% | -7%
COc1ccc(C(O)(CCC(C)C)C(CN2CCOCC2)c2ccccc2)cc1 (stereo unspecified) | 2 | 1.7µM* | -8% | -5% | -2 | -4% | u
Cc1cc(O)ccc1Nc1nc(-c2cccs2)cs1 | 69* | 399%[activator] | 6% | u | 36* | 4% | u
COc1ccc(-c2nnc(-c3ccc(F)cc3)o2)cc1 | 90* | 236%[activator] | 5% | 0% | 48* | 10% | -10%
C=CCNc1ccc(N2C(=O)CCCC2=O)cc1[N+](=O)[O-] | -5 | -9% | -11% | 8% | -5 | 71%[activator] | 1%
Nc1ccc(N2CCCCCC2)cc1 | 7 | 0.41µM* | x | u | -2 | u | x
Cc1ccn2c(C(=O)N/N=C/c3ccc(Cl)cc3)c(C)nc2c1 | -6 | -7% | -3% | 0% | 10 | 2% | 15%
COc1ccc2c(c1)CCC/C2=N/OC(=O)c1ccccc1OC | 41 | 0% | -7% | 15% | 29* | u | u
COc1cc(OC)cc(C(=O)N[C@H](C(=O)Nc2nc(-c3ccc(F)c(F)c3)cs2)C(C)C)c1 | -8 | 13µM* | -12% | -1% | 3 | -50%[5.75 µM] | u
CCC/C(C)=C/c1ccc(CC)cn1 | -15 | -4% | -10% | -4% | 1 | 35%[activator] | 3%
Cc1ccc(OCC(=O)NN=C2c3ccccc3-c3ccccc32)cc1 | -12 | 6% | 0% | 0% | -3 | -25% | 14µM*
Cc1ccc(-n2nc(C)cc2Nc2ncc(Cl)cc2Cl)cc1 | -11 | -14% | -14% | 3% | -3 | u | -6%
Cc1cc(N2CCCC(C(=O)Nc3ccc4c(c3)CCC4)C2)n2ncnc2n1 (stereo unspecified) | -3 | -19% | -10% | 1% | -3 | 16% | u
CC(C)(C)c1cc(NC(=O)CSc2nnc(N)s2)n(-c2ccccc2)n1 | 0 | -16% | 0% | 2% | 0 | -6% | u
Cc1ccc(OCCNC(=O)c2ccccc2O)cc1 | 33 | u | -1% | 5% | 12* | u | -16%
CC1CCN(C(=O)CSc2nnc(-c3cccnc3)n2C2CCCCC2)CC1 | -12 | -23% | -2% | -1% | 0 | -20% | 2%
CN1N=C(/C=C/c2ccccc2)CCC1=O | 88* | 141%[activator] | -12% | -2% | 28* | 139%[activator] | 6%
COc1ccc(/C=C(\NC(=O)c2ccc(C)cc2)C(=O)NCC2CCCO2)cc1 (stereo unspecified) | 6 | 17% | 2% | 0% | -3 | -9% | 18%
CC(C)OCCCNC(=O)c1ccccc1NC(=O)C1=CSCCO1 | -2 | 4% | 1% | 0% | -2 | u | 1%
CCc1ccccc1NC(=O)c1cc(-c2ccc3c(c2)OCO3)on1 | 26 | 63%[activator] | 7%&0% | -6% | 4 | u | 19%
CCOC(=O)Cn1c(=N)n(CCOc2ccc(F)cc2)c2ccccc21 | -12 | 42%[activator] | -1% | 1% | -1 | 84%[activator] | 10%
COc1ccc(NC(=O)C(F)(F)F)cc1OC | -11 | 1% | 5% | -2% | -6 | -4% | 18%
O=c1c2c3c(sc2nc(NCCO)n1CCc1ccccc1)CCCCC3 | -15 | u | -11% | 3% | 10 | u | -17%
CCOc1ccc(NC(=O)COC(=O)CCS(=O)(=O)c2ccc(C)cc2)cc1 | 8 | 10% | -3% | 0% | 0 | 35%[activator] | 22%
COC(=O)c1cc(C#N)c(Oc2ccccc2OC)nc1C | 31 | -11% | 5% | -2% | 6 | 3% | -28%
Cc1ccc(S(=O)(=O)N(CC(=O)N2CCC(C)CC2)Cc2ccccc2F)cc1 | -15 | u | -7% | 1% | 10 | x | 0%
CN(CCC1CCOCC1)Cc1cn[nH]c1-c1ccc(-c2ccccc2)cc1 | 45 | u | 3% | -4% | 19* | 13µM* | u
CCn1cc(C(=O)N2CCc3ccccc32)c(=O)c2cc(S(=O)(=O)N3CCCC3)ccc21 | -15 | u | 2% | 1% | -3 | 12µM* | 4%
O=C(c1cc(C2CC2)nc2ccc(Br)cc12)N1N=C(C(F)F)CC1(O)C(F)F (stereo unspecified) | -11 | u | 0% | 2% | -6 | 9.3µM* | u
COc1ccc(-c2cc(C(F)(F)F)c(C#N)c(SCC(=O)Nc3ccccc3C#N)n2)cc1 | -14 | 91%[activator] | 3% | 6% | 6 | 113%[activator] | u
CNC(=S)/N=C/NOCc1c(Cl)cccc1Cl | 80 | u | -1% | 11% | 11 | u | 12%
Cc1noc(C(=O)NCC2CCCO2)c1Cl (stereo unspecified) | 2 | 11% | 0% | 0% | 12 | 4% | 12%
O=C(/C=C/c1cccc([N+](=O)[O-])c1)OC1CCCCC1=O (stereo unspecified) | -2 | 10% | 2% | 3% | -1 | 9% | 29%
CC(C)c1ccc(Nc2nnc(SCC(=O)c3nnc(-c4ccccc4)o3)s2)cc1 | 59* | -11% | -13% | 3% | 24* | u | 4%
CCCCCC1CCC(C(=O)O)CC1 (stereo unspecified) | -3 | u | 2% | 4% | 1 | 11% | 11%
COc1ccc(C(C[N+](=O)[O-])C2(c3ccc(OC)c(OC)c3)C(=O)c3ccccc3C2=O)cc1 (stereo unspecified) | -10 | -12% | 3% | -20% | -3 | 101%[activator] | u

Later entries
smiles | Shiga toxin inh | Pf growth 48h | Tb PYK inh | LmPK inhibitor | Cycloheximide cs | Pf growth 96h | HCV inhibitor
CCCNC(=O)Cc1c(O)c2ccccc2[nH]c1=O | -3 | 1% | 2% | 3% | -3 | x | 23%
O=C(OCc1c(F)cccc1Cl)c1cnc(Cl)c(Cl)c1 | -8 | 0% | 0% | -6% | -3 | -1% | 10µM*
COc1cc(OC)cc(C(=O)NCC(=O)OCC(=O)Nc2ncc(Cl)cc2Cl)c1 | -10 | 1% | -4% | 7% | 1 | 37%[activator] | 3%
CC(C)NC(=O)NC(=O)CSc1ncccn1 | -12 | -2% | 2% | 6% | 1 | 18% | 0%
CCc1nc2sc3c(Cl)ncnc3c2c2c1CCCC2 | 19 | 12% | -6% | 3% | 0 | 16% | 15%
CC(C)N1C(=O)CCC1C(=O)NCc1ccc(F)cc1Cl (stereo unspecified) | 17 | 27% | -1% | 0% | -2 | 5% | 2%
Cc1ccc2c(c1)c1ncn(CCC3=CCCCC3)c(=O)c1n2C | 1 | 11% | 0% | -1% | -4 | -2% | u
CC(C)C(c1nnnn1Cc1ccco1)N1CCN(c2nc3ccccc3s2)CC1 (stereo unspecified) | -7 | u | -18% | 4% | -6 | x | u
CC(C)Sc1nc2c(c(=O)n(C)c(=O)n2C)n1C | -5 | 13% | 5% | -5% | 5 | 0% | 19%
CCOc1ccc(Nc2nc(N3CCCC3)nc(N3CCN(c4ccc(OC)cc4)CC3)n2)cc1 | -12 | u | -10% | 0% | -1 | 3% | 2%

Molecules shown so far that have a Cl atom (9):
smiles | Shiga toxin inh | Pf growth 48h | Tb PYK inh | LmPK inhibitor | Cycloheximide cs | Pf growth 96h | HCV inhibitor
S=C(Nc1ccc(OCc2ccccc2)cc1)Nc1cccc(Cl)c1Cl | -9 | 8% | -10% | 0% | -2 | u | -11%
Cc1ccn2c(C(=O)N/N=C/c3ccc(Cl)cc3)c(C)nc2c1 | -6 | -7% | -3% | 0% | 10 | 2% | 15%
Cc1ccc(-n2nc(C)cc2Nc2ncc(Cl)cc2Cl)cc1 | -11 | -14% | -14% | 3% | -3 | u | -6%
CNC(=S)/N=C/NOCc1c(Cl)cccc1Cl | 80 | u | -1% | 11% | 11 | u | 12%
Cc1noc(C(=O)NCC2CCCO2)c1Cl (stereo unspecified) | 2 | 11% | 0% | 0% | 12 | 4% | 12%
O=C(OCc1c(F)cccc1Cl)c1cnc(Cl)c(Cl)c1 | -8 | 0% | 0% | -6% | -3 | -1% | 10µM*
COc1cc(OC)cc(C(=O)NCC(=O)OCC(=O)Nc2ncc(Cl)cc2Cl)c1 | -10 | 1% | -4% | 7% | 1 | 37%[activator] | 3%
CCc1nc2sc3c(Cl)ncnc3c2c2c1CCCC2 | 19 | 12% | -6% | 3% | 0 | 16% | 15%
CC(C)N1C(=O)CCC1C(=O)NCc1ccc(F)cc1Cl (stereo unspecified) | 17 | 27% | -1% | 0% | -2 | 5% | 2%

Two entries from above, set out differently:
Values run as follows: Shiga toxin inh | Pf growth 48h | Tb PYK inh | LmPK inhibitor | Cycloheximide cs | Pf growth 96h | HCV inhibitor
- O=c1c2c3c(sc2nc(NCCO)n1CCc1ccccc1)CCCCC3
    -15 | u | -11% | 3% | 10 | u | -17%
- CCOc1ccc(NC(=O)COC(=O)CCS(=O)(=O)c2ccc(C)cc2)cc1
    8 | 10% | -3% | 0% | 0 | 35%[activator] | 22%

Screening data: PubChem, National Center for Advancing Translational Sciences (NCATS)
